Bioassay records (PubChem BioAssay)
DAGLB inh: blocks human DAGLB lipase activity | Q8NCG7 | HEK293T DAGLB membrane lysate, EnzChek fluorogenic substrate | inhibition, % at 5.17 µM | 0.059% of 340,000 active; in the data active means inhibition above about 34%;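 further: 0% = enzyme with vehicle and 100% = wells lacking enzyme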
Target sequence (Q8NCG7 whole entry, looked up): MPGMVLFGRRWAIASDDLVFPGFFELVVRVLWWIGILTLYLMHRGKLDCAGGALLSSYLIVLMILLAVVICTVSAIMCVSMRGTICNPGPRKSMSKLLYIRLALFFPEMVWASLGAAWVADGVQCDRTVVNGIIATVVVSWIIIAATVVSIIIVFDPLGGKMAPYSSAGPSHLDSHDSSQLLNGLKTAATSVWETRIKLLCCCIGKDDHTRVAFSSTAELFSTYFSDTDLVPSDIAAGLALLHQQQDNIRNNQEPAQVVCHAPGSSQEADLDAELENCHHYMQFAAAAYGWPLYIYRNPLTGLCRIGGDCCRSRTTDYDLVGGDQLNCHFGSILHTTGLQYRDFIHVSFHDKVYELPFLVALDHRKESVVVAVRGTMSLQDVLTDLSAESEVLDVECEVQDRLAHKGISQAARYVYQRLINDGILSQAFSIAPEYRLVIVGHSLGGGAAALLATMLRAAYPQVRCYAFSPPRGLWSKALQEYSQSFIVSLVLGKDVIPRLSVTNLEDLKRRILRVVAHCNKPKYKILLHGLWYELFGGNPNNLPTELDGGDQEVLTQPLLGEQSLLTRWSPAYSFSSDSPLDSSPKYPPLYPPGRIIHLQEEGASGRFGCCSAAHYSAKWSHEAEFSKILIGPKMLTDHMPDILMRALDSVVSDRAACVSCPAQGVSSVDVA
Wnt bcat act: Wnt/beta-catenin pathway activation; 1.2% of 300,000 active; activation, % at 9.35 µM; Wnt/beta-catenin reporter cell assay, activator, plate reader; in the data active means activation above about 30%, passing the limit was not always enough;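 further: 0% = neutral control wells and 100% = positive control wells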
E coli growth: counter-screen for AddAB inhibitors: E. coli growth inhibition; 0.27% of 330,000 active; AID 449728; E. coli V3065 growth, OD600 absorbance, 18 h; inhibition, % at 11.9 µM;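 active means inhibition above the campaign's mean inhibition across all tested compounds plus 3 SD, cut at about 9.9% in these data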;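 further: uninfected addAB+ strain grown without phage in ampicillin broth; 0% = DMSO wells and 100% = ciprofloxacin 0.95 µg/ml wells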
AddAB inh: less growth of phage-infected E. coli with AddAB; E. coli expressing H. pylori AddAB, absorbance growth; inhibition, % at 11.9 µM; 0.29% of 330,000 active; AID 435030; in the data active means inhibition above about 12%;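 further: 0% = vehicle wells of infected cells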
PvdQ inh: P. aeruginosa PvdQ acylase inhibition; purified PvdQ acylase, fluorescence plate reader; inhibition, % at 10 µM; 0.063% of 340,000 active; in the data active means inhibition above about 30%, passing the limit was not always enough;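 further: 0% = vehicle neutral wells and 100% = reference inhibitor wells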
Rtt109 HAT inh: C. albicans Rtt109 histone acetyltransferase inhibition; purified Rtt109/Vps75, ThioGlo CoA-SH fluorescence, 4 h; inhibition, % at 34.9 µM; 0.16% of 330,000 active; AID 540336;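 active means inhibition of at least 50% in every replicate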
Target sequence (Q5AAJ8 whole entry, looked up): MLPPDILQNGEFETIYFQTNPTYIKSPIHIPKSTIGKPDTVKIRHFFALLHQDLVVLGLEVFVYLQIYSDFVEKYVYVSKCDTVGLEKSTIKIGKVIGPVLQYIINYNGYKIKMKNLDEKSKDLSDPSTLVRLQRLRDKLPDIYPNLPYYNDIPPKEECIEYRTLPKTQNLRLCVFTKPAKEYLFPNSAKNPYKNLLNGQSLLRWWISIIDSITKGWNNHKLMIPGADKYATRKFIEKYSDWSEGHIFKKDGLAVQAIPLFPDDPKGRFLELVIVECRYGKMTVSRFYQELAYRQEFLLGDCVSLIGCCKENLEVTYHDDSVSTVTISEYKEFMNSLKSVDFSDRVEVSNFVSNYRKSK
Tat transport: E. coli Tat transport inhibition; E. coli MC4100 TorA-mCherry Tat export, fluorescence; inhibition, % at 10 µM; 0.036% of 340,000 active;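 active means mean replicate inhibition at least 50% and at least half of replicates individually reaching 50%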;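 further: exported cargo escapes ClpAP degradation while cytoplasmic cargo is degraded and loses fluorescence; 0% = median of neutral control wells and 100% = median of NaSCN control wells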
CAL PDZ FP: inhibitors of human CAL PDZ peptide binding. Q9HD26. purified CAL PDZ, TMR-peptide fluorescence polarization, 1 h. inhibition, % at 20 µM. 0.02% of 330,000 active;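 active means highest replicate inhibition of at least 40%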;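 further: plate controls were DMSO neutral control wells for no effect and unlabeled competitor peptide control wells for full effect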
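Test system: tagged CAL PDZ domain / Buffer or medium: sodium phosphate/NaCl buffer pH 7.4 with TCEP, IgG, Thesit / Reagent: TMR-labelled reporter peptide T*-PRC34 bound in PDZ groove / Compound dosing: single point, 20 µM / Schedule: 1 h incubation at room temperature before polarization reading / Technique: fluorescence polarization (mP) / Benchmarks: unlabelled peptide, DMSO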
phage Ecoli inh: E. coli growth loss with phage present; growth absorbance; inhibition, % at 11.9 µM; 0.26% of 360,000 active; in the data active means inhibition above about 11%
PfHsp90 yeast 2: growth inhibition of yeast expressing Plasmodium Hsp90; AID 504621; 0.32% of 310,000 active; S. cerevisiae expressing PfHsp90, BacTiter-Glo ATP, 48 h; yeast lacking PDR1 and PDR3 efflux regulators; inhibition, % at 9.4 µM;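 active means every replicate shows inhibition above about 80%, whatever the replicate mean, limit read from the data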;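 further: 0% = DMSO neutral controls and 100% = 20 µM radicicol positive controls; yeast relying on Plasmodium falciparum Hsp90 in place of its own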
The depositor's hits bear a star; / = no result given.

Letter code – A = DAGLB inh; B = Wnt bcat act; C = E coli growth; D = AddAB inh; E = PvdQ inh; F = Rtt109 HAT inh; G = Tat transport; H = CAL PDZ FP; I = phage Ecoli inh; J = PfHsp90 yeast 2
COC(=O)[C@H](Cc1ccccc1)NC(=O)NC(C)CCc1ccccc1 (stereo partly specified)
  A: -1; B: 1; C: -0.7; D: -1.1; E: -12; F: 6; G: 1; H: /; I: -1.4; J: 22
CC1(c2ccccc2Br)NC(=O)N(CC(=O)Nc2ccc(S(N)(=O)=O)cc2)C1=O (stereo unspecified)
  A: 2; B: 2; C: 0.1; D: 1.0; E: -20; F: 4; G: 5; H: -2.7; I: 0.5; J: -50
CCOc1ccc(NC(=O)CN(C)C(=O)c2cccnc2Sc2ccc(Cl)cc2)cc1OCC
  A: 0; B: 1; C: -1.2; D: -0.5; E: -14; F: 4; G: -3; H: -2.5; I: -0.1; J: /
CCOC(=O)C1(CCOc2ccccc2)CCN(Cc2ccc(OC)cc2)CC1
  A: -1; B: -5; C: 0.3; D: 1.0; E: -11; F: -3; G: 1; H: -0.6; I: 0.0; J: -10
Cc1ccc(NC(=O)CSc2n[nH]c(-c3ccco3)n2)cc1
  A: 0; B: -1; C: 4.3; D: 1.7; E: 8; F: 7; G: -6; H: 0.0; I: 2.8; J: -11
COC(=O)NCC(c1ccco1)N1CCN(c2ccccc2)CC1 (stereo unspecified)
  A: 0; B: 1; C: 1.9; D: 0.5; E: -7; F: -7; G: 12; H: 1.2; I: 1.5; J: 13
Cc1ccc(C)n1CCN1CCN(CC(=O)Nc2ccc(S(N)(=O)=O)cc2)CC1
  A: -2; B: /; C: -3.7; D: -1.2; E: 2; F: 1; G: 6; H: -2.0; I: 1.3; J: -5
COC(=O)CCC(=O)c1oc2ccc(OC)cc2c1N
  A: -3; B: /; C: -0.8; D: 3.4; E: -10; F: 2; G: 5; H: -0.6; I: 1.5; J: 0
COc1ccc(-c2noc(C3CCCN(C(=O)c4ccccc4OC)C3)n2)cc1 (stereo unspecified)
  A: -7; B: -1; C: /; D: /; E: 1; F: 5; G: 0; H: 0.5; I: 0.8; J: -4
Cc1ccc2cn[nH]c2c1NC(=S)NC(=O)c1ccccc1
  A: 0; B: 0; C: 1.6; D: 2.2; E: -8; F: -1; G: 2; H: -1.1; I: 2.6; J: -11
COc1ccccc1NC(=O)Nc1ccnn1C1CCN(C(=O)c2cccnc2)CC1
  A: 0; B: 0; C: 0.1; D: 0.9; E: -11; F: -1; G: -5; H: -1.8; I: 3.0; J: -11
CC(=O)c1ccc(C(=O)N2CCCC(C(=O)c3ccc(Cl)cc3)C2)s1 (stereo unspecified)
  A: -5; B: 3; C: -0.8; D: 4.2; E: 16; F: 3; G: 1; H: -2.3; I: 1.0; J: 6
Cc1cc(NC(=O)CCC(=O)N(c2cccc(F)c2)C(C(=O)NC2CCCC2)c2ccc(C)o2)no1 (stereo unspecified)
  A: 2; B: -1; C: -0.8; D: -0.1; E: -8; F: -7; G: 4; H: -1.8; I: 0.3; J: 17
CCOC(=O)N1CCN(c2c(NCCN3CCN(c4ccccc4F)CC3)c(=O)c2=O)CC1
  A: -3; B: -1; C: 2.8; D: 2.2; E: -13; F: 3; G: -1; H: -0.8; I: 2.3; J: 6
CSc1ccccc1C(=O)OCC(=O)N1CCCC1=O
  A: -2; B: -1; C: -1.4; D: -0.6; E: 8; F: -4; G: -6; H: 0.3; I: 2.7; J: -4
COC(=O)c1cc(-c2ccc(C)o2)nc2ccccc12
  A: -2; B: 0; C: -2.1; D: 1.3; E: -13; F: 7; G: -11; H: -2.3; I: -0.4; J: -3
CCOC(=O)C1CCN(C(=O)NS(=O)(=O)c2ccc(C)cc2)CC1
  A: -1; B: 3; C: -0.5; D: 5.7; E: -11; F: 2; G: -4; H: -0.5; I: 5.1; J: -3
COc1ccc(NC(=O)CN(C)S(=O)(=O)c2cccc3nsnc23)cc1OC
  A: -1; B: 18; C: 4.0; D: 5.6; E: -2; F: -3; G: 7; H: -1.0; I: 2.6; J: -15
COc1ccccc1OCCC(=O)OCC(=O)Nc1cccc(Br)c1
  A: -9; B: -4; C: -0.9; D: -0.2; E: 10; F: 0; G: -2; H: 0.8; I: 1.8; J: 12
NS(=O)(=O)c1ccc(CCNC(=O)NC2CCCCC2)cc1
  A: 2; B: -4; C: 0.2; D: 3.2; E: 2; F: /; G: -2; H: -1.6; I: -0.3; J: -11
Cc1nc2ncnn2c(Nc2ccc3c(c2)OCCO3)c1C
  A: 0; B: /; C: 0.0; D: 2.4; E: 5; F: -8; G: 1; H: -2.1; I: 1.0; J: 18
Cc1ccc(C)c(S(=O)(=O)Nc2ccc3oc(C)c(C(=O)O)c3c2)c1
  A: 7; B: -2; C: -0.1; D: 2.2; E: -25; F: 4; G: 1; H: -0.8; I: 0.1; J: -19
COc1ccc(N2C(=O)CSC2c2ccc3c(c2)OCO3)cc1 (stereo unspecified)
  A: 1; B: /; C: -0.3; D: -1.1; E: 2; F: 3; G: -6; H: -1.2; I: 2.1; J: /
COc1ccc(-c2oc3ccccc3c2C#CC(C)(C)O)cc1
  A: -4; B: -3; C: -0.6; D: -2.7; E: -24; F: -1; G: 11; H: -0.4; I: 2.4; J: 5
O=C(COC(=O)C1CCN(/C=C/C(=O)C(F)(F)F)CC1)Nc1cccc(F)c1
  A: 1; B: -10; C: 1.1; D: 0.5; E: -4; F: 0; G: -12; H: -0.1; I: 1.2; J: 0
C/C(=N\NC(=O)c1ccccc1C)c1ccc(NC(=O)c2cccs2)cc1
  A: 5; B: /; C: 3.3; D: 6.4; E: 6; F: 31; G: 12; H: -2.7; I: 1.1; J: -6
Nc1c(C(=O)NCc2ccc3c(c2)OCO3)nnn1Cc1cccc(F)c1
  A: 2; B: 1; C: -0.8; D: -1.7; E: 0; F: -5; G: -8; H: -2.7; I: 4.2; J: -8
O=C(O)Cn1cc(C(=O)c2ccco2)c2ccccc21
  A: -1; B: /; C: 0.7; D: 1.1; E: -9; F: 18; G: -4; H: 1.0; I: -0.8; J: 17
Cn1c(=O)c2c(nc(N3CCCCC3)n2CCSc2nc3ccccc3s2)n(C)c1=O
  A: -5; B: /; C: -0.5; D: 3.8; E: 7; F: 5; G: 5; H: -2.7; I: 0.0; J: /
COc1ccccc1C1C2CCCCC2(O)CCN1CC(=O)Nc1ccccc1 (stereo unspecified)
  A: -2; B: -3; C: 0.0; D: 0.9; E: -8; F: -3; G: -17; H: 0.1; I: /; J: 7
CC1CC(C)CN(S(=O)(=O)c2ccc(NC(=O)C3CC(=O)N(Cc4ccccc4)C3)cc2)C1 (stereo unspecified)
  A: 0; B: 5; C: -0.8; D: 3.8; E: -5; F: 20; G: 11; H: -2.5; I: -0.4; J: -18
COCCOC(=O)c1ccc(NC(=O)COc2ccc([N+](=O)[O-])cc2)cc1
  A: -2; B: -1; C: 2.2; D: 3.1; E: 14; F: -14; G: -13; H: -1.0; I: 3.1; J: -16
COc1cc(/C=N/NC(=O)c2cc(C)oc2C)ccc1O
  A: -5; B: 1; C: 0.0; D: 4.1; E: -8; F: -5; G: -2; H: -2.7; I: -2.8; J: -42
COc1ccc(-c2nnc(COc3ccc(Br)cc3C)o2)cc1
  A: /; B: 2; C: -0.2; D: 1.0; E: /; F: /; G: /; H: /; I: 0.7; J: /
COc1ccc(/C=N/NC(=O)c2nc(-c3ccccc3)cc(-c3ccccc3)n2)cc1
  A: -5; B: /; C: 0.6; D: 0.0; E: -5; F: -1; G: 2; H: -3.6; I: 2.1; J: 3
Cc1nc(-n2cc(F)c(=O)[nH]c2=O)c2nc(C)oc2n1
  A: -2; B: /; C: 0.3; D: 1.3; E: 4; F: -1; G: 1; H: 0.0; I: 2.2; J: /
CC(C)Cc1cc(C(=O)Nc2cccc(O)c2)no1
  A: -1; B: 18; C: 1.4; D: 1.4; E: 11; F: 18; G: -2; H: 0.6; I: 2.4; J: 9
O=C(COc1ccccc1F)OCC(=O)c1ccc([N+](=O)[O-])cc1
  A: -2; B: 4; C: 0.3; D: 0.8; E: 0; F: 2; G: -5; H: -0.5; I: 0.9; J: -3
Cc1cc(C(=O)NC2CC(C)(C)Cc3c2cnn3-c2ccccc2)n[nH]1 (stereo unspecified)
  A: 1; B: 2; C: 4.3; D: 0.2; E: -14; F: -1; G: 5; H: -3.1; I: 3.9; J: 1
Cc1cccc(C(=O)Nc2ccc(NC(=O)CN3CCOCC3)cc2)c1
  A: 2; B: 6; C: -0.1; D: 2.6; E: -6; F: 1; G: -2; H: 0.4; I: 0.3; J: -1
CCN(CC(=O)NC(=O)NC1CCCC1)Cc1ccccc1
  A: -2; B: /; C: -0.1; D: 4.7; E: -18; F: 3; G: 2; H: -1.8; I: 0.4; J: 17
Cc1cccc(N2CC(C(=O)OCC(=O)c3ccc(OC(=O)c4cccs4)cc3)CC2=O)c1C (stereo unspecified)
  A: 6; B: /; C: -0.5; D: 2.9; E: -6; F: -6; G: 6; H: -0.8; I: 1.7; J: -18
Cc1cccc(NC(=S)NCc2ccc3c(c2)OCO3)c1C
  A: 3; B: -3; C: -0.2; D: 4.3; E: -12; F: 3; G: -6; H: -1.9; I: 2.7; J: 16
O=C(NNC(=S)Nc1ccccc1Cl)C1CC1
  A: 0; B: -2; C: 1.4; D: -0.6; E: 7; F: -1; G: -5; H: -1.5; I: 2.8; J: 1
O=C1C2CCCN2C(=S)N1c1ccc(Cl)cc1 (stereo unspecified)
  A: -3; B: 0; C: 0.9; D: 2.0; E: -11; F: -5; G: 7; H: -2.6; I: -2.0; J: -12
COC(=O)c1sccc1NC(=O)Nc1cc(C)cc(C)c1
  A: -4; B: 0; C: /; D: /; E: 1; F: -3; G: 7; H: -3.2; I: 1.9; J: -1
CCOc1ccc(C2=NNC(c3cccs3)=Nc3ccc(OC)cc32)cc1OCC
  A: 1; B: -4; C: -1.9; D: -1.3; E: -12; F: 5; G: -7; H: /; I: 3.3; J: -29
COc1ccc(-n2c(C)cc(/C=C3\SC(=S)N(Cc4ccco4)C3=O)c2C)cc1
  A: -12; B: 3; C: 0.3; D: -1.0; E: 0; F: -3; G: 0; H: -2.3; I: 2.8; J: 14
Cc1ccc(C(C)NC(=O)c2ccc3c(c2)OCO3)cc1C (stereo unspecified)
  A: -5; B: -1; C: 1.5; D: 1.6; E: -9; F: -1; G: -3; H: -1.3; I: 3.0; J: -9
CCNC(=S)N=Nc1c(O)n(Cc2ccc(Cl)cc2)c2ccccc12
  A: 4; B: -5; C: -2.6; D: 0.3; E: -6; F: -3; G: 5; H: -1.3; I: 0.6; J: -20
COc1ccc(OC)c(S(=O)(=O)N2CCN(CC(O)CN3CCOCC3)CC2)c1 (stereo unspecified)
  A: -1; B: -1; C: 0.1; D: -0.2; E: -14; F: -7; G: -7; H: 0.4; I: -1.1; J: 1
O=C(C1=NN(c2ccccc2)C2C(=O)N(c3cccc(Cl)c3)C(=O)C12)c1ccccc1 (stereo unspecified)
  A: -4; B: -3; C: 1.3; D: 5.3; E: -9; F: 1; G: 5; H: -0.1; I: 2.8; J: 18

Grouped by structure, those above containing a nitro group on carbon.
Letter code – A = DAGLB inh; B = Wnt bcat act; C = E coli growth; D = AddAB inh; E = PvdQ inh; F = Rtt109 HAT inh; G = Tat transport; H = CAL PDZ FP; I = phage Ecoli inh; J = PfHsp90 yeast 2
COCCOC(=O)c1ccc(NC(=O)COc2ccc([N+](=O)[O-])cc2)cc1
  A: -2; B: -1; C: 2.2; D: 3.1; E: 14; F: -14; G: -13; H: -1.0; I: 3.1; J: -16
O=C(COc1ccccc1F)OCC(=O)c1ccc([N+](=O)[O-])cc1
  A: -2; B: 4; C: 0.3; D: 0.8; E: 0; F: 2; G: -5; H: -0.5; I: 0.9; J: -3
